Source: PubChem BioAssay
ST2 inh = IL1RL1 inhibition; Q01638; AlphaLISA ST2-Fc/biotin-IL-33 interaction, 1 h; inhibition, % for hits at 17 µM; 78,000 compounds, 2.3% hits; in the data active = inhibition above about 30%; inconclusive = mostly about 10% to 28%
Target sequence (Q01638 whole entry, looked up): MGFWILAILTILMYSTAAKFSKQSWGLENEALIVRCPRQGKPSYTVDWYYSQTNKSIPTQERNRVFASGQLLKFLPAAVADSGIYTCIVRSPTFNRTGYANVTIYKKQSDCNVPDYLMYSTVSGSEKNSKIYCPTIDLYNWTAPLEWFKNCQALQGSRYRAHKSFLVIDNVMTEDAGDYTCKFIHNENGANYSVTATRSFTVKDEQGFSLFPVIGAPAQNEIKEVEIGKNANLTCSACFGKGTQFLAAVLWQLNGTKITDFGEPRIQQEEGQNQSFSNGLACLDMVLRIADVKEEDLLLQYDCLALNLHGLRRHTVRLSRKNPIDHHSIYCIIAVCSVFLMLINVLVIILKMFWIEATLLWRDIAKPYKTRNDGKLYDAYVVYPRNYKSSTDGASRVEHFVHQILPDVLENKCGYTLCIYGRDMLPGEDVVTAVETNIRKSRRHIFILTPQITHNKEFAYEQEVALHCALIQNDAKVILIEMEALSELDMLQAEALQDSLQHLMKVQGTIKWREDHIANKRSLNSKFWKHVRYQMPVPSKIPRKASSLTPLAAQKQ
* hit, by the source's call; i = inactive; ? = inconclusive.

SMILES	ST2 inh
COc1cc(NC(=O)c2nn(-c3ccc(Cl)cc3)c(=O)c3ccccc23)cc(OC)c1OC	i
COc1ccc(Cl)cc1NC(=O)CCS(=O)(=O)c1ccc(Br)s1	i
COc1ccc(CC(=O)Nc2ccc(=O)n3c2[C@@H]2C[C@@H](CN(S(=O)(=O)c4ccccc4)C2)C3)cc1	?
CCC1(O)CCCN(c2nc(C)nc3c2CCN(C(C)=O)CC3)C1 (centres undefined)	i
COc1cc2c(cc1NC(=O)c1ccc(S(=O)(=O)N(C)C)cc1)oc1ccccc12	?
CC12CCC3c4ccc(O)c(Br)c4CCC3C1CCC2=O (centres undefined)	i
O=C(CSc1nc2ccc(NC(=O)c3ccccc3[N+](=O)[O-])cc2s1)Nc1ccccc1	?
Cc1sc(NC(=O)C(C)(C)C)c(C(N)=O)c1C	i
COc1cc(OC)c(NC(=O)CN2CCN(Cc3ccccc3C)S2(=O)=O)cc1Cl	i
O=C(O)c1cccc(CC2CCN(C(=O)CCc3cccnc3)CC2)c1	i
CN1CCN(Cc2ccc(-c3ccc(Cl)cc3)o2)CC1	i
COc1ccc(N2C(=O)C3CCCN3C2c2cccc(Br)c2)cc1Cl (centres undefined)	i
Cc1[nH]cnc1CN(C)Cc1nc(-c2cccnc2)no1	i
O=C(c1n[nH]c2c1CCCC2)N1CC[C@@H](c2ccc3c(c2)OCO3)[C@H](O)C1	?
Cc1ccc(NS(=O)(=O)c2c(C)n[nH]c2C)cc1	i
COCC(=O)NC[C@H]1O[C@@H](CO)[C@@H](O)[C@H]1N1CCC(C)CC1	?
CCOC(=O)C1CCN(C(=O)C2CCN(c3nc4ccc(OC)cc4s3)CC2)CC1	?
Cc1ccc(S(=O)(=O)c2nc(-c3ccc(F)cc3)oc2SCC(N)=O)cc1	i
CC(=O)Nc1ccc(-c2nccn2C(C)c2ccc(-n3cncn3)cc2)cc1 (centres undefined)	i
CC(C)Oc1ccc(CN2CCCC(Nc3ccc(F)cc3)C2)cc1CO (centres undefined)	i
COc1ccc(CC2CN(C(=O)CCc3cn[nH]c3)CCO2)cc1 (centres undefined)	i
O=C1Cc2c([nH]c3ccc(Br)cc23)-c2ccccc2N1	i
CSC1CCCCC1(O)CSc1nc2ccccc2s1 (centres undefined)	i
CCOc1ccc(-n2c(SC(C)C(=O)OC)nc3c([nH]c4ccccc43)c2=O)cc1 (centres undefined)	?
N#CC1=C(N)Oc2cc(N)ccc2C1c1ccsc1 (centres undefined)	i
COc1cccc(NC(=O)c2cc(=O)c3ccccc3o2)c1	i
COc1cc2c(cc1OC)CN(C/C=C/c1ccccc1)CC2	i
CSc1cccc(NC(=O)C2CCN(S(=O)(=O)c3c(C)n[nH]c3C)CC2)c1	i
CN(C)C(=O)CN(c1ccc(Oc2ccccc2)cc1)S(C)(=O)=O	i
O=C(c1ccc(S(=O)(=O)N2CCCC2)cc1)N1CCN=C1SCc1ccccc1	i
CCCn1ccnc1-c1c(-c2ccccc2)ncn1Cc1c(C)n[nH]c1C	?
Cn1c(=O)c2c(nc(NCc3ccc4c(c3)OCO4)n2Cc2cccc3ccccc23)n(C)c1=O	i
COc1ccc(-c2ccccc2NC(=O)C2CCCN2C(=O)c2cscn2)cc1 (centres undefined)	?
CCCOC(=O)c1ccc(N2C(=O)C3CC=CCC3C2=O)cc1 (centres undefined)	i
Cc1noc(C)c1NC(=O)NCc1ccc2[nH]c3c(c2c1)CCCC3	i
Cc1cc(C(=O)Nc2c(Cl)cccc2Cl)no1	i
COc1ccccc1C(=O)Nc1ccc(NC(=O)C(C)C)cc1	i
CSc1cccc(CNC(=O)Cc2csc(C(C)=O)c2)c1	?
COc1cccc(/C=C/C(=O)Nc2ccc3nc(N4CCN(C)CC4)cc(C)c3c2)c1OC	i
O=C(c1cn[nH]c1-c1cccc(F)c1)N1CC[C@@H](N2CCOCC2)[C@H](O)C1	?
CCOc1ncccc1-c1cc(N2CCOCC2)nc(N)n1	i
COC(=O)c1cnn2c(C(F)(F)F)cc(-c3ccc(Br)cc3)nc12	i
COc1ccc(C2(CNC(=O)c3cc(OC)c(OC)c(OC)c3)CCCC2)cc1OC	i
COc1ccc(C2(C(=O)Nc3ccccc3C)CCCC2)cc1OC	i
CCOc1ccccc1NS(=O)(=O)c1cc(Br)cc2c1N(C(=O)CC)CC2	i
CC(=O)C1=C(C)NC(=O)NC1c1cccc(O)c1 (centres undefined)	i
O=C1c2nc3ccccn3c2C(=O)N1Cc1ccccc1	i
CN(CCCc1nccn1C)C1CCC2(CCNCC2)CC1	?
CC(Oc1cc2oc(=O)cc(-c3ccccc3)c2cc1Cl)C(=O)O (centres undefined)	i
CNC(=O)N1C(=O)C(=O)c2ccccc21	i
CCOc1ccc2c(c1)C(=O)c1cc(OCC)ccc1-2	46%*
CC(Sc1nc2c(c(=O)n(C)c(=O)n2C)n1Cc1cccc(Cl)c1)C(=O)O (centres undefined)	i
CN1CCCCC1CCNC(=O)c1ccc(-c2cccc3ncccc23)nc1 (centres undefined)	i
CCN1C(=O)NC(=O)/C(=C\c2cn(CCOc3ccc(F)cc3)c3ccccc23)C1=O	?
Cc1ccncc1-c1cccc2ccnn12	i
COc1ccc(C2=NN(CC(=O)NC3CC3)C(=O)CC2)cc1	i
COc1ccccc1CNC(=O)COc1cc(C)c(Br)c(C)c1	i
CC(=O)N1CCc2nc(C)nc(NCCCc3ccccn3)c2CC1	i
COc1ccc(Cl)cc1NS(=O)(=O)c1ccc(CC(C)C)cc1	i
CN(C)CCN(C)[C@@H]1[C@H](O)[C@H](CO)O[C@@H]1CNC(=O)c1ccco1	i

Continuation:
SMILES	ST2 inh
Nc1[nH]nc2nc(N3CCOCC3)nc(-c3ccccc3)c12	i
COc1cc(OC)cc(-c2nnc(NC(=O)c3ccc(S(=O)(=O)N4CCCC4)cc3)o2)c1	?
C=C(c1ccccc1)n1c(=O)[nH]c2ccccc21	i
Cc1ccccc1Cn1nc(C)c(NC(=O)c2cc(CC(C)C)on2)c1C	i
COc1ccccc1N1C(=O)c2ccc(-c3nc4ccccc4c(=O)o3)cc2C1=O	i
CC(C)(C)C(=O)ON1C(=O)c2ccccc2C1=O	i
Cn1cccc1C1C(C#N)=C(N)Oc2n[nH]c(-c3ccccc3)c21 (centres undefined)	i
COCC(=O)Nc1ccc(C)c(Cl)c1	i
Cn1c(=O)n(-c2ccc(F)cc2)c2nc(-c3cccc(C(F)(F)F)c3)nc(C(N)=O)c21	i
Nc1ccc(S(=O)(=O)Nc2nccc(/C=C/c3ccc(Cl)cc3Cl)n2)cc1	i
COc1ccc(S(=O)(=O)Nc2ccccc2F)cc1OC	i
CCCN1CC=C2C(C#N)=C(N)C(C#N)(C#N)C(c3ccccc3F)C2C1 (centres undefined)	?
c1ccc(CC2c3nc[nH]c3CCN2Cc2cccc3nonc23)cc1 (centres undefined)	?
CC(C)CN1C(=O)N(C)C(=O)C12CCN(Cc1nc(-c3ccccc3)cs1)CC2	?
Cn1c(=O)c2c(nc(N3CCOCC3)n2Cc2ccccc2Cl)n(C)c1=O	?
O=C1OC(c2ccc(Cl)cc2)=N/C1=C\N1CCCCC1	?
COc1ccccc1CCC(=O)Nc1cnn(CC(=O)NC2Cc3ccccc3C2)c1	i
Cc1ccc(-n2c(=O)c3c4c(sc3n3c(C)nnc23)CN(Cc2ccccc2)CC4)cc1	?
CCC(=O)NCCn1c(C)cc2ccccc21	i
Cc1ccc(-n2c(=O)c3sccc3n(Cc3ccccc3)c2=O)cc1	i
CCC(CC)C(=O)Nc1ccccc1NC(C)=O	?
O=C(O)c1ccc(-c2cccc(-c3ccn[nH]3)c2)o1	?
O=[N+]([O-])c1ccc(S(=O)(=O)N2CCN(c3ccccn3)CC2)cc1	i
Cc1cc(C)n2ncc(CN3CCC(n4cc(CCO)nn4)CC3)c2n1	?
Cc1cc(NC(=O)C(C)C)nc2c1c(=O)oc1ccccc12	?
Cc1ccc(N2CC(=O)NC2=O)cc1	i
COc1ccccc1C1C(=C(O)c2ccc(Cl)cc2)C(=O)C(=O)N1c1ccccc1 (centres undefined)	i
CC1(C)CC(=O)Nc2cc(-c3ccccc3)n(-c3ccccc3)c2C1	i
CCOc1ccccc1C1C(C(=O)OC)=C(N)OC2=C1C(=O)CC(C)(C)C2 (centres undefined)	i
Cc1ccsc1CN1CCC(CNC(=O)Nc2ccccc2)C1 (centres undefined)	i
O=C1CCCCN1CCCC(=O)N1CCOC(CC2CCCCC2)C1 (centres undefined)	i
CC(=O)C1=C(O)C(=O)N(CC(CC(=O)O)c2ccccc2)C1c1ccccc1F (centres undefined)	i
Cc1nn(C)c(C)c1-c1ncnn1-c1sc2c(c1C#N)CCCC2	?
CCOC(=O)C1=C(N)OC2=C(C(=O)CCC2)C1c1cccc(Br)c1 (centres undefined)	i
Cc1ccc(N2C(=O)Nc3cc(Cl)c(Cl)cc3N2O)cc1Cl	i
Cc1ccc(S(=O)(=O)NCc2nc3cccnc3n2Cc2ccccc2)cc1C	?
Cc1ccc(C)c2c1NC(=O)C2CC(=O)N(CCO)Cc1nccs1 (centres undefined)	i
COc1cc(OC)cc(-n2nc(C(=O)O)c3ccccc3c2=O)c1	i
CCCCC(=O)Nc1ccc(NC(=O)c2ccccc2I)cc1OC	i
CCOC(=O)N1CCN(C2CCCN(C(=O)c3cc(=O)n(C)c(=O)n3C)C2)CC1 (centres undefined)	i
NC(=O)c1cc(NC(=O)c2ccco2)ccc1N1CCCCC1	i
NC(=O)c1cnc2n1CCN(C(=O)CCc1nc3ccccc3s1)C2	i
O=C(Nc1ccc(Br)cc1)c1cc(-c2ccc(Br)cc2)on1	?
CCCCn1c(CCCNC(=O)C(C)(C)C)nc2ccccc21	i
CC(NC(=O)c1cn(Cc2ccc(Cl)cc2)nn1)c1nc(-c2ccccc2)no1 (centres undefined)	i

An excerpt from further up, for reference:
SMILES	ST2 inh
CCCCn1c(CCCNC(=O)C(C)(C)C)nc2ccccc21	i
CC(NC(=O)c1cn(Cc2ccc(Cl)cc2)nn1)c1nc(-c2ccccc2)no1 (centres undefined)	i

The list continues:
SMILES	ST2 inh
CC1=C(C(=O)OC(C)(C)C)C(c2ccco2)C(C#N)=C(N)O1 (centres undefined)	i
COc1cc2c(cc1C(=O)N1Cc3cnc(C(C)(C)C)nc3C1)CCC2	?
O=C(N[C@H]1COC[C@@H]1N1CCCC1)c1cc(COc2cccc(F)c2)[nH]n1	i
COc1ccc(CCNC(=O)CCn2c(=O)[nH]c3ccsc3c2=O)cc1OC	i
CC(C)C[C@@H](N)C(=O)NCc1ccccc1-n1ccnc1	?
Cc1oc2cc(OC(C)C)ccc2c(=O)c1Oc1ccccc1	i
CCOc1ccccc1Nc1ncnc2c1cnn2-c1ccccc1	i
CCC(=O)N1CCc2cc(S(=O)(=O)NC(C(=O)NC3CCCC3)C(C)C)ccc21 (centres undefined)	i
Cc1ccc(NC(=NS(=O)(=O)c2ccccc2)c2ccccc2)cc1	i
O=C1c2ccccc2C(Nc2ccccc2Br)N1Cc1ccccc1 (centres undefined)	i
CCCNS(=O)(=O)c1cccc2nonc12	i
CCOC(=O)C1CCN(C(=O)CN2C(=O)C3CCCCN3c3ccc(C(=O)N(C)C)cc32)CC1 (centres undefined)	i
CC1CCCCC1NC(=O)CN1C(=O)COc2ccc(S(=O)(=O)N3CCCC3)cc21 (centres undefined)	i
COc1cc(NC(=O)c2ccc(-c3ccccc3)cc2)c(OC)cc1NC(=O)c1ccccc1	?
CC(C)C1c2[nH]c3ccccc3c2CCN1C(=O)CSc1ccc2nnc(-c3cccnc3)n2n1 (centres undefined)	i

An excerpt of these results, with each value named.
> COc1cc2c(cc1C(=O)N1Cc3cnc(C(C)(C)C)nc3C1)CCC2
- ST2 inh: ?
> CC(C)C1c2[nH]c3ccccc3c2CCN1C(=O)CSc1ccc2nnc(-c3cccnc3)n2n1 (centres undefined)
- ST2 inh: i

(listing goes on)
SMILES	ST2 inh
CSCCC(NC(=O)C1CCCCC1)C(=O)Nc1ccc(F)c(Cl)c1 (centres undefined)	i
O=C(O)C1CN(c2ncccn2)CCN1C(=O)c1cnc2ccccc2c1 (centres undefined)	?
COc1cccc(N2CC(NC(=O)C3CCCC3)CC2=O)c1 (centres undefined)	?
COc1ccc(C2C(C#N)=C(N)OC3=C2CCCC3)cc1 (centres undefined)	i
NNC(=O)COc1ccccc1	?
CC(C)CNC(=S)N[C@H]1CO[C@H]2[C@@H]1OC[C@@H]2Nc1nccc(-c2cccc(F)c2)n1	i
CN1CCN(C2=Nc3cc(Cl)ccc3Nc3ccccc32)CC1	?
COc1c(F)cc(-c2cccc3c2OC(CN)C3)cc1F (centres undefined)	?
CCCCc1nncn1-c1cc(C)ccc1OC	?
CCCNC(=O)C1C2C=CC3(CN(Cc4cccs4)C(=O)C13)O2 (centres undefined)	i
COc1ccccc1NC(=O)C(=O)NCc1cccc(C)c1	i
NC(=O)c1c(NC(=O)c2cnccn2)sc2c1CCCC2	i
Cc1ccccc1-c1cc(N2CCN(S(=O)(=O)c3c(C)noc3C)CC2)ncn1	i
CCOc1ccc(C=C2C(=O)OC3(CCCCC3)OC2=O)cc1OC	i
COc1c(O)cc2occ(-c3ccc(O)cc3)c(=O)c2c1O	i

Laid out differently: four of the compounds above
molecule: COc1ccccc1NC(=O)C(=O)NCc1cccc(C)c1
  ST2 inh = i

molecule: NC(=O)c1c(NC(=O)c2cnccn2)sc2c1CCCC2
  ST2 inh = i

molecule: Cc1ccccc1-c1cc(N2CCN(S(=O)(=O)c3c(C)noc3C)CC2)ncn1
  ST2 inh = i

molecule: CCOc1ccc(C=C2C(=O)OC3(CCCCC3)OC2=O)cc1OC
  ST2 inh = i

These rows are one share of the data; count on the stated rates, not on these rows.
